Bioassay records deposited in PubChem by National Center for Advancing Translational Sciences (NCATS).
Tau fibril ThT: blocks human tau fibril formation measured by thioflavin T. recombinant tau K18 P301L (four-repeat tau fragment), heparin-induced fibrillization, ThT fluorescence. Potency, µM (titrated, usually from 57.4 µM), inactives show top-dose activity, negative = inhibition, most hits filed as inhibitors. 270,000 compounds, 2.1% hits. P10636; also: nearly all actives have a fitted effect of over 55% in size
Target sequence (P10636 561-689 P618L limits assumed): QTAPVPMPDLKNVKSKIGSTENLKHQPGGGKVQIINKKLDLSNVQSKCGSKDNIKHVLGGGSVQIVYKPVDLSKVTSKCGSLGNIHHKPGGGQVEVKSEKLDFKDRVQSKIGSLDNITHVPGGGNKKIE
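In this qHTS, human K18 P301L tau is incubated with compound and heparin for 6 hr at 37 C, and Thioflavin T fluorescence then reports fibril load.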
RGS12 GoLoco inh: inhibitors of human Gai1-RGS12 GoLoco interaction (red fluorophore). P63096. Gai1:RGS12 GoLoco peptide FP, rhodamine, 10 min. Potency, µM (titrated, usually from 61.6 µM), inactives show at the top dose activity, negative = inhibition, usual class: inhibitors. 230,000 compounds, 0.44% hits; active = well fitted inhibition curve with a large enough effect, not every such curve was filed as active; inactive = no such curve, though single readings can be large or run the other way; also: nearly all actives have a fitted effect of over 30% in size; many of its hits are not listed in these tables
Target sequence (P63096 whole entry, looked up): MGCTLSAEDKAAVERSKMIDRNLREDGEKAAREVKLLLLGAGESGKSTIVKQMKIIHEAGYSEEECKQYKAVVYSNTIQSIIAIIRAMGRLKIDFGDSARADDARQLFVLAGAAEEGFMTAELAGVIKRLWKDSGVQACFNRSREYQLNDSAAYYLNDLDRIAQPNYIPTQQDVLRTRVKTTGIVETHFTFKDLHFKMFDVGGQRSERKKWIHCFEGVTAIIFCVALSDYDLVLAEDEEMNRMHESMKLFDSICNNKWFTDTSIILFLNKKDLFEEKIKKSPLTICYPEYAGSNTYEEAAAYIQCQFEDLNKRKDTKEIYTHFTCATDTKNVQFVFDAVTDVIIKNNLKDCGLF
TR SRC2 fluor cs: counter-screen for TRb-SRC2 inhibitors: fluorescence interference; TRb/SRC2 Texas Red total fluorescence interference; Potency, µM (top dose mostly 106 µM), for inactives: at the top dose fluorescence change, negative = quenching; 280,000 compounds, 0.29% hits; active = well fitted curve in either direction with a large enough effect; inconclusive = small, poorly fitted or top-dose-only effect
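Flags fluorescent or light-absorbing compounds by total fluorescence, S + 2P, at 555 nm excitation and 632 nm emission. Mixture: 20 nM Texas Red SRC2 peptide, 0.6 uM human TRb LBD, 1 uM T3, 5% DMSO; compound exposure 5 h at ambient temperature.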
Tau FP inhib: inhibitors of human tau fibril formation; P10636; K18 P301L tau heparin fibrillization, Alexa594 FP, 6 h; Potency, µM (doses to about 57.7 µM), for the others: at the highest dose activity, negative = inhibition, most hits filed as inhibitors; 280,000 compounds, 0.39% hits; AID 1468; also: nearly all actives have a fitted effect of over 55% in size
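Read-out: fluorescence polarization of Alexa 594-labeled tau (0.24 uM), 555 nm excitation, 632 nm emission. Mixtures held 15 uM unlabeled K18 P301L, compound and 20 uM heparin, pH 7 acetate buffer, incubated 6 hr at 37 C.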
RECQ1 helicase: RECQ1 (human) helicase inhibition | P46063 | 240,000 compounds, 0.54% hits | Potency, µM (top dose mostly 57.3 µM), inactives show top-dose activity, negative = inhibition, actives largely listed as inhibitors | AID 2549 | RECQ1 DNA unwinding, red fluorescence kinetic read;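 also: plate controls were vehicle for no effect and no enzyme for full effect; nearly all actives have a fitted effect of over 30% in size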
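RECQ1T1 50 nM; forked duplex (20 bp + 30-nt ss tails) 200 nM, ATP 2 mM final; pH 8.0, 2 mM MgCl2, 2.5 ug/ml poly(dI-dC); 15 min compound preincubation; discontinuous kinetic read over 2 h at RT.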
TRb SRC2 PPI: disrupts binding of human TR beta to SRC2; TRbeta-SRC2 peptide binding, fluorescence polarization; receptor liganded with 1 µM T3; Potency, µM (highest dose often 106 µM), without a hit: top-dose activity change, negative = inhibition, actives largely listed as inhibitors; 280,000 compounds, 0.065% hits; AID 1469;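 also: plate controls were bound peptide for no effect and peptide without receptor for full effect; nearly all actives have a fitted effect of over 50% in size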
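Fluorescence polarization of 20 nM Texas Red SRC2 peptide (20-aa NR interaction domain) bound to 0.6 uM human TRb ligand-binding domain, with 1 uM T3, after 5 hr at ambient temperature; inhibition seen as decreased polarization.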
KDM4E inh: inhibitors of human JMJD2E histone demethylase | Potency, µM (titrated, usually from 57.1 µM), for inactives: top-dose activity change, negative = inhibition, most hits filed as inhibitors | 230,000 compounds, 1.6% hits | B2RXH2 | JMJD2E catalytic domain, FDH-coupled NADH fluorescence (FDH is formaldehyde dehydrogenase); active = well fitted inhibition curve with a large enough effect, not every such curve was filed as active; inconclusive = small, poorly fitted or top-dose-only effect, or another doubt; inactive = no such curve, though single readings can be large or run the other way;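 also: 0% = wells with enzyme and -100% = buffer wells without enzyme; nearly all actives have a fitted effect of over 50% in size; many of its hits are not listed in these tables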
Target sequence (B2RXH2 1-337 limits assumed): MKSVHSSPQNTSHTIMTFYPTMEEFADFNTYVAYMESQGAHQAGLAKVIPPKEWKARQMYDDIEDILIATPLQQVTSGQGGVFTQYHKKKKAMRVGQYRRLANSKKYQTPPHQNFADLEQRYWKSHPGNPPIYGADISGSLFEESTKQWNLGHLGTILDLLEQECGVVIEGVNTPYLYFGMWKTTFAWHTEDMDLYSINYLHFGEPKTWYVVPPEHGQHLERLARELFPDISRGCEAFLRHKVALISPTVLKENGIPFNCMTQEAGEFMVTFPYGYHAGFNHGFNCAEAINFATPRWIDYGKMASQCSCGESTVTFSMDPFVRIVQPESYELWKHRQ
L3MBTL1 inh: L3MBTL1 (human) inhibition. Q9Y468. AlphaScreen L3MBTL1–H3K9me1 peptide binding. Potency, µM (highest dose often 57.1 µM), inactives show top-dose activity, negative = inhibition, hits mostly inhibitors. 230,000 compounds, 0.66% hits. AID 485360; also: nearly all actives have a fitted effect of over 60% in size
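AlphaScreen proximity signal between nickel-chelate acceptor and streptavidin donor beads (final 10 ug/mL) reports binding of 50 nM L3MBTL1 to 75 nM biotin-H3 K9me1 peptide; complex incubated with compounds 30 min at room temperature; cefsulodin titration as control.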
The depositor's hits bear a star; i = inactive; ? = inconclusive; . = not tested or not shown; & = joins results of further samples; ! = not confirmed by another sample; [ ] = remark or other dose. Unless noted, calls follow the shape of the dose curve; as a rule, active = well fitted curve in the direction sought with a large enough effect; inconclusive = small, poorly fitted or top-dose-only effect, or another doubt; inactive = no such curve, though single readings can be large; an effect the other way counts as inactive or inconclusive. Unless noted, % is scaled to controls: 0 for no effect and ±100 for the full control effect; potency is read from the fitted curve at half-maximal effect. An excerpt (hit frequency here may not be typical).

entry | Structure | Tau fibril ThT | RGS12 GoLoco inh | TR SRC2 fluor cs | Tau FP inhib
1 | O=C(O)Cc1ccc2c(c1)N(S(=O)(=O)c1cccc(C(F)(F)F)c1)CC(C(=O)O)O2 (stereo unspecified) | -8% | 3% | -2% | -6%
2 | Cc1nn(C(C)C(=O)N2CCc3ccccc32)c(C)c1[N+](=O)[O-] (stereo unspecified) | -15% | -5% | -2% | -11%
3 | CCc1nc(SCC(=O)N2CCCC2)c2ccccc2n1 | -20% | 6% | -2% | -2%
4 | Cc1noc(NS(=O)(=O)c2ccc(NC(=O)C(CC(C)C)N3C(=O)c4ccccc4C3=O)cc2)c1C (stereo unspecified) | -8% | 7% | 0% | 12%
5 | COc1cccc2c1cc1c(=O)n(CC(=O)NC3CC3)nc(C)n12 | 0% | . | -24% | 0%
6 | COc1ccc(-n2cc(-c3ccccc3)c3c(NCCc4ccc(OC)c(OC)c4)ncnc32)cc1 | ? | . | -1% | 12%
7 | CCNS(=O)(=O)c1ccc(NS(=O)(=O)c2cc(C)ccc2C)cc1 | -2% | 9% | 1% | -6%
8 | Cc1ccc(-n2nc3c(=O)n(CC(=O)NCCC(C)C)nc(C)c3c2C)cc1 | 5% | . | 1% | -6%
9 | CN1CCN(S(=O)(=O)c2cccc(C(=O)NCc3ccccc3Cl)c2)CC1 | -6% | 8% | -1% | -1%
10 | CCCOc1ccccc1N/C(=N/c1nc(C)cc(C)n1)NC(=O)Nc1ccc(Cl)cc1 | -5% | 5% | 0% | -8%
11 | CCOC(=O)c1snc(-c2ccc(F)cc2)c1N | ? | 6% | 2% | -8%
12 | O=S(=O)(c1cccc(-c2csc(-c3cccnc3)n2)c1)N1CCOCC1 | . | 16% | 0% | 0%

entry | RECQ1 helicase | TRb SRC2 PPI | KDM4E inh | L3MBTL1 inh
1 | i | -1% | 4% | 0%
2 | -12% | -4% | 0% | -3%
3 | -4% | -16% | 4% | .
4 | -6% | 1% | 3% | -7%
5 | . | -1% | . | .
6 | . | 2% | . | .
7 | i | -1% | -1% | .
8 | . | 1% | . | .
9 | i | 1% | 1% | .
10 | 8% | -26% | -1% | 8%
11 | -4% | 2% | ? | -5%
12 | 0% | -3% | -19% | .

Part of the list above, showing only RECQ1 helicase:
No.	Structure	RECQ1 helicase
11	CCOC(=O)c1snc(-c2ccc(F)cc2)c1N	-4%
12	O=S(=O)(c1cccc(-c2csc(-c3cccnc3)n2)c1)N1CCOCC1	0%

Continuation:
entry | Structure | Tau fibril ThT | RGS12 GoLoco inh | TR SRC2 fluor cs | Tau FP inhib
13 | NS(=O)(=O)c1ccc(NC(=S)NC(=O)/C=C/c2cccs2)cc1 | -5% | 12% | 0% | ?
14 | O=C1CN(C(=O)c2ccc(Cl)nc2)c2ccccc2N1 | -2% | 4% | -1% | 4%
15 | COc1ccc(/C=C2/SC(=O)N(CCNC(=O)CC(NC(C)=O)c3ccccc3)C2=O)cc1 (stereo unspecified) | -9% | -2% | -3% | -18%
16 | CN1CCCC(OC(=O)c2ccc3c(c2)OCCO3)C1 (stereo unspecified) | 5% | -16% | -1% | 12%
17 | CCC(O)C1CCN(Cc2cn(-c3ccc(OC)cc3)nc2-c2cccc(F)c2)CC1 (stereo unspecified) | -5% | 13% | -1% | 8%
18 | Cc1cc2cc(C)c3nnc(SCC(=O)Nc4ccc(S(=O)(=O)N5CCCCC5C)cc4)n3c2cc1C (stereo unspecified) | 10% | -6% | 0% | 1%
19 | CCCCn1c(-c2csc(CCC)c2)n[nH]c1=S | -6% | 2% | 2% | -7%
20 | Cc1nn(C)c(-c2n[nH]c(=S)n2-c2ccccc2)c1Cl | -3% | -5% | -1% | 3%
21 | CN(O)/C=N/C(=S)Nc1ccc(Cl)cc1Cl | -14% | -5% | 1% | -7%
22 | Cc1cc(C)n(-c2nnc(C)n2/N=C/c2ccccc2O)n1 | -8% | 10% | -2% | 7%
23 | COc1ccc(-c2nnc(SCc3nc4ccccc4s3)n2C(C)C)cc1 | ? | 83%[activator] | 1% | -3%
24 | CCOC(=O)N1CCN(C(=O)C2CCN(S(=O)(=O)c3cc(C)ccc3OC)CC2)CC1 | 2% | 3% | -1% | -2%

entry | RECQ1 helicase | TRb SRC2 PPI | KDM4E inh | L3MBTL1 inh
13 | 2% | -3% | -8% | -8%
14 | i | -2% | -5% | .
15 | 1% | 0% | -2% | 0%
16 | 7% | 2% | -20% | 2%
17 | -11% | -5% | ? | 4%
18 | -1% | 3% | 1% | 27%
19 | 11% | 7% | -2% | -18%
20 | -3% | 0% | -5% | 8%
21 | -11% | 8% | 7% | 0%
22 | -3% | -2% | -9% | .
23 | 4% | -5% | ? | .
24 | i | 7% | -2% | 1%

The listing continues:
entry | Structure | Tau fibril ThT | RGS12 GoLoco inh | TR SRC2 fluor cs | Tau FP inhib
25 | CCN(CC)CCCNc1nc(C)cc(COC)c1C#N | -3% | 7% | -1% | 4%
26 | COC(=O)[C@@H]1CC[C@H](C)[C@@H](c2ccc(C)cc2)N1C(=O)c1ccc(/C=N\OC[C@@H](O)[C@H]2O[C@H]3OC(C)(C)O[C@H]3[C@@H]2O)cc1 | -4%[11.5 µM] | . | -4%[11.2 µM] | 0%[11.6 µM]
27 | N#Cc1ccccc1OCC(=O)NC(=O)NCc1ccccc1 | 1% | 7% | -2% | -1%
28 | O=C(CN1CCN(Cc2ccccc2)CC1)N1CCCCCC1 | 0% | 2% | -5% | 4%
29 | O=C(CN(C(=O)c1ccco1)c1cccc(F)c1)NCc1ccc(F)cc1 | -7% | 3% | -4% | -4%
30 | CCCCCCCC/C=C\CCCCCCCCOC[C@H](COP(=O)([O-])OCC[N+](C)(C)C)OC(C)=O | -9%&-4% | 6%&0% | -2%&-1% | -3%&-4%
31 | O=C(NC1CCCC1)c1ccc2c(=O)n(Cc3ccccc3)c(SCc3ccccc3F)nc2c1 | 5% | . | ? | -5%
32 | CCOc1cccc(C(=O)Nc2ccc(-c3nc4cc(C)cc(C)c4o3)cc2)c1 | 14% | . | 0% | ?
33 | COc1ccc2cc3cc(C(=O)N4CCN(c5cccc(C(F)(F)F)c5)CC4)sc3nc2c1 | -8% | . | -2% | -10%
34 | S=c1nccc(-c2ccc3c(c2)CCO3)[nH]1 | . | 11% | -3% | .
35 | COc1ccc(C2=CC3=C(Br)C(=O)C(C)(O)C(=O)C3=CO2)cc1 (stereo unspecified) | 18µM*! | 6%&-8% | -2%&-10% | ?
36 | O=C(CCl)Nc1cc2[nH]c(=O)[nH]c2cc1Br | ? | 11% | -6% | 6%

entry | RECQ1 helicase | TRb SRC2 PPI | KDM4E inh | L3MBTL1 inh
25 | -11% | -1% | ? | .
26 | i[11.5 µM] | -2%[11.2 µM] | . | .
27 | -17% | -1% | -14% | -3%
28 | -1% | -4% | 0% | 30%
29 | -9% | -17% | -2% | 4%
30 | i | -1%&0% | -4% | .
31 | . | 3% | . | .
32 | . | -5% | . | .
33 | . | 1% | . | .
34 | -7% | 1% | -27% | .
35 | -16% | 8%&-4% | 2%&-26% | .
36 | -5% | 3% | -8% | -16%

Whole records as entered above. Values in the order: Tau fibril ThT	RGS12 GoLoco inh	TR SRC2 fluor cs	Tau FP inhib	RECQ1 helicase	TRb SRC2 PPI	KDM4E inh	L3MBTL1 inh
N#Cc1ccccc1OCC(=O)NC(=O)NCc1ccccc1 is listed as 1%	7%	-2%	-1%	-17%	-1%	-14%	-3%
O=C(CN(C(=O)c1ccco1)c1cccc(F)c1)NCc1ccc(F)cc1 is listed as -7%	3%	-4%	-4%	-9%	-17%	-2%	4%
COc1ccc(C2=CC3=C(Br)C(=O)C(C)(O)C(=O)C3=CO2)cc1 (stereo unspecified) is listed as 18µM*!	6%&-8%	-2%&-10%	?	-16%	8%&-4%	2%&-26%	.

(more compounds)
entry | Structure | Tau fibril ThT | RGS12 GoLoco inh | TR SRC2 fluor cs | Tau FP inhib
37 | Cc1ccc(NC(=O)c2ccco2)cc1C | -14% | 4% | -4% | -4%
38 | O=C(Nc1nc2ccccc2n1Cc1ccc(Cl)cc1)c1ccco1 | -16% | 5% | -5% | -13%
39 | COCc1cc(C)nc(OCC(=O)N/N=C/c2ccccc2)c1C#N | -11% | -7% | -1% | -10%
40 | CCOC(=O)c1ccc(NC(=O)Cn2cc3c(n2)CCC(C)C3)cc1 (stereo unspecified) | -5% | -1% | -1% | -1%
41 | Cc1cc(-c2cccnc2)c(C#N)c(SCC#N)n1 | 8% | 27% | -2% | 5%
42 | O=c1[nH]c(=O)n([C@@H]2O[C@H](CO)[C@@H](O)[C@H]2O)cc1F | -2% | 7% | 0% | 0%
43 | Cc1c(Br)c([N+](=O)[O-])nn1CC(=O)NCc1ccco1 | -4% | -2% | 5% | 8%
44 | Cn1nc(C(=O)OCc2ccc(Br)cc2F)c2ccccc2c1=O | -14% | -2% | -3% | -1%
45 | Cc1nc2cc(NCc3cc([N+](=O)[O-])ccc3O)ccc2n1Cc1ccccc1 | 13% | 9% | -1% | -4%
46 | c1ccc(Cc2cc(-c3ccccc3)on2)cc1 | -18% | 1% | -1% | -10%
47 | O=C(NCCCCc1ccccc1)C1CC(c2ccc([N+](=O)[O-])cc2)=NO1 (stereo unspecified) | ? | 14% | -1% | 1%
48 | C/C(=N\NC(=O)CNc1cccc2ccccc12)c1ccc(Br)s1 | -9% | 2% | 0% | 14%

entry | RECQ1 helicase | TRb SRC2 PPI | KDM4E inh | L3MBTL1 inh
37 | -4% | -8% | 3% | -5%
38 | i | 5% | ? | -3%
39 | -1% | -6% | 1% | .
40 | 0% | 9% | -1% | 5%
41 | -21% | -3% | 5% | -8%
42 | -8% | -7% | -2% | .
43 | -13% | -8% | -1% | -4%
44 | i | 3% | -13% | .
45 | -4% | -1% | -2% | 31%[activator]
46 | 1% | -5% | 5% | 52%[activator]
47 | 0% | 10% | 0% | -1%
48 | -3% | 4% | -9% | -7%
